Peg3 promoter: Peg3 promoter activity inhibition | HeLa PEG-Prom luciferase reporter, luminescence, overnight | inhibition, % at 20 µM | 360,000 tested, 1.7% active;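 active means inhibition of at least 50% at 20 µM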
Vif inh: HIV Vif inhibition. inhibition, % at 7.49 µM. HEK293T cells, Vif self-association by quenched fluorescence, imaging, 24 h. 340,000 tested, 0.35% active; in the data active means inhibition above about 50%, passing the limit was not always enough; further: some results filed as inactive read as strong as hits
Shn3 3UTR inh: Schnurri-3 reporter inhibition in Clone20 osteoblasts; inhibition, % at 12.5 µM; Clone20 osteoblast Shn3 3'UTR firefly luciferase, 24 h; 360,000 tested, 0.52% active;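 active means mean inhibition of at least 75% with every replicate also reaching 75%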;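 further: 0% = median of neutral control wells and 100% = pilot-screen positive control compound; some compounds past the cut are filed as inactive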
HIF-2a inh: HIF-2a inhibition | 786-0 RCC cells HIF-2a reporter, luciferase luminescence, overnight | inhibition, % at 18.8 µM | 360,000 tested, 0.72% active | AID 624352;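 active means inhibition of the luminescence signal of 40% or more relative to plate controls, in a single-dose primary screen at 18.75 µM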
PDI turbidity: PDI (human) enzyme inhibition; P07237; PDI insulin aggregation turbidity, A650, 90 min; inhibition, % at 10 µM; 350,000 tested, 0.052% active;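 active means mean inhibition across replicates of 30% or more, whatever share of single replicates reach that level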;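 further: absorbance from insulin aggregation driven by PDI reduction with DTT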
Target sequence (P07237 whole entry, looked up): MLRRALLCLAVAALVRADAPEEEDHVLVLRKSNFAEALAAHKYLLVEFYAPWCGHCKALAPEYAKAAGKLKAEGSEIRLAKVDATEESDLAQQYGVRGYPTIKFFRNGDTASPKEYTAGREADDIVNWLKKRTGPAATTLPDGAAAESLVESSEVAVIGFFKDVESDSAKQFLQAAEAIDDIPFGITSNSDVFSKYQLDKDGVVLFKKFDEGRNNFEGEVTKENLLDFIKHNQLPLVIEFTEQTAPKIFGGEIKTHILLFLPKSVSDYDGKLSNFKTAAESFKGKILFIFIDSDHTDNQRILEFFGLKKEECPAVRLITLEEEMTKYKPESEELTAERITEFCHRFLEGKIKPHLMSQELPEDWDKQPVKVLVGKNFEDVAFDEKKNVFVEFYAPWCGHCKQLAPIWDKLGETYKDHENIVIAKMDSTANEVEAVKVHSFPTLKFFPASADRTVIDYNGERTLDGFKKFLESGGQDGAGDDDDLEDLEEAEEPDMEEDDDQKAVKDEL
TRPM1 prom inh: inhibitors of MITF-driven TRPM1 promoter in melanoma cells; SK-MEL-5 TRPM1 promoter luciferase, 24 h; inhibition, % at 12.5 µM; 330,000 tested, 0.83% active; AID 488899;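 active means mean inhibition across replicates of 60% or more, whatever share of single replicates reaches that level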; further: values of inactives mirror those of a sister screen read the other way
KKLEB cytotox: CF airway cell cytotoxicity counter-screen | activity change (cytotoxicity), % at 5 µM | 360,000 tested, 0.36% active | KKLEB CF airway cells viability, ATPlite luminescence, overnight; active compounds read low; cells stimulated with P. aeruginosa culture filtrate;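 active means corrected activity change at or below -50% at 5 µM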
NR2E3 ag-1: agonists of human nuclear receptor NR2E3 | inhibition of corepressor binding, % at 4.78 µM | AID 2300 | GST-NR2E3/biotin-RetCOR TR-FRET, 1536-well | 320,000 tested, 0.12% active | Q9Y5X4;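 active means percent inhibition above the cutoff of mean plus 3 SD of all tested compounds, set per screening campaign, cut at about 20% in these data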;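 further: 0% = DMSO wells and 100% = biotin wells as full block of FRET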
Target sequence (Q9Y5X4 whole entry, looked up): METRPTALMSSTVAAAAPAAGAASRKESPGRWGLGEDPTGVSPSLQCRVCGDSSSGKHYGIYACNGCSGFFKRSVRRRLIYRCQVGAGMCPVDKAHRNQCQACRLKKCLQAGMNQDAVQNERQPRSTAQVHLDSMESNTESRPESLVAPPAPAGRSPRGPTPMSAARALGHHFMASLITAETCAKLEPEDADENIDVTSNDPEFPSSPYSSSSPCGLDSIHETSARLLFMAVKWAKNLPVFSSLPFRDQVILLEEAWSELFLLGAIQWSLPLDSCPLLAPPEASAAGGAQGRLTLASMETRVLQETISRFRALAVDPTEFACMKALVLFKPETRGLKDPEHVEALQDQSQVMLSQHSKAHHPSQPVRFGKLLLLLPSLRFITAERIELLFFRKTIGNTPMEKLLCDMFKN
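Material: NR2E3–RetCOR corepressor complex / Incubation: Compound–protein incubation for 5 h at 4 °C / Dosing: compound at 4.8 µM, single dose / Detection: time-resolved FRET / Benchmarks: high control biotin, low control 0.6% DMSO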
NR2E3 ag-2: human photoreceptor-specific nuclear receptor agonism. Q9Y5X4. CHO-S Gal4-NCOR/VP16-NR2E3 two-hybrid, luciferase. inhibition of corepressor binding, % at 3.98 µM. 360,000 tested, 0.35% active. AID 602229;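 active means inhibition above the mean of all tested compounds plus 3 SD, cut at about 70% in these data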;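 further: 0% = DMSO with NR2E3 transfected cells and 100% = cells lacking NR2E3 construct; higher means lower luciferase signal from less NR2E3 corepressor binding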
CF NFkB inh: inhibitors of cystic fibrosis induced NF-kB. KKLEB NF-kB-GFP reporter, PAF-induced, GFP fluorescence overnight. inhibition, % at 5 µM. 360,000 tested, 0.86% active. AID 588850;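 active means at least 50% inhibition at 5 µM, scaled per plate between neutral and stimulator controls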;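 further: PAF is a Pseudomonas aeruginosa culture filtrate used as stimulus; plate controls were PAF-stimulated DMSO wells for no effect and unstimulated DMSO wells for full effect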
CaV13 ICDI inh: Disruptors of the CACNA1D IQ motif to Ca2+-dependent inactivation inhibitor domain association, primary screening, Förster resonance energy transfer in intact living …; HEK cells, CFP/YFP FRET ICDI-IQ, plate reader, 10 min; percent FRET-ratio fall versus neutral wells; inhibition, % at 12.3 µM; 340,000 tested, 0.098% active; AID 743397;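 active means mean replicate inhibition of at least 30% and at least 1% of replicates passing that level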;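 further: 0% = median of the neutral control wells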
Starred values were filed as active, the others as inactive; . = not tested or not shown. No enrichment for hits, and some 3.3% of all compounds hit somewhere here.

SMILES	Peg3 promoter	Vif inh	Shn3 3UTR inh	HIF-2a inh	PDI turbidity	TRPM1 prom inh	KKLEB cytotox	NR2E3 ag-1	NR2E3 ag-2	CF NFkB inh	CaV13 ICDI inh
O=C(O)c1ccccc1-c1ccccc1C(=O)NCc1cccnc1	13	9	-10	7	7	-12	-7	2	-30	12	-5
COc1ccc(/C=N/OCC(=O)N=Nc2c(O)[nH]c3ccc(Br)cc23)cc1	-15	-3	-5	-6	0	4	-5	-2	-20	-31	-7
O=C(CSc1nc2ccccc2n1S(=O)(=O)c1cccc([N+](=O)[O-])c1)NCCc1ccccc1	-10	-1	-12	-17	7	2	-1	3	11	6	-3
Cc1nnc2c(N(C)S(=O)(=O)c3ccccc3)nc3ccccc3n12	-59	-5	-38	-55	-7	-38	-4	5	4	-8	-7
COc1cc(OC)cc(-c2nc3ccccc3c(=O)n2OC(=O)c2ccc(Br)cc2)c1	22	-2	-11	3	-1	10	-8	2	-13	13	-13
O=C(NC1Cc2ccccc2C1)c1cc(COc2cccc(C(F)(F)F)c2)on1	21	-8	11	22	18	1	-15	-2	-14	24	-15
CCOC(=O)C1CCN(c2c(NCCCN(CC)Cc3ccccc3)c(=O)c2=O)CC1	-2	3	-1	12	3	1	-1	4	-25	-19	-8
C=CCN1C(=O)OC2(CCCCC2)C1(C)O (configuration not stated)	8	3	-4	14	2	-5	1	2	18	-1	-3
COCc1nnc(NC(=O)c2ccco2)s1	2	2	-18	-12	3	-3	-9	0	-27	3	-8
CSCC[C@H](NS(=O)(=O)c1ccc(C)cc1)C(=O)N1CCC(C(=O)N[C@H](C(=O)O)c2ccccc2)CC1	-5	-2	5	17	.	.	0	3	10	-28	.
CC(=O)NN(O)C1N(C)C(=O)N(Cc2ccccc2)C1(C)C (configuration not stated)	0	-5	-2	10	-1	-5	1	1	-21	4	2
CC1(C(=O)Nc2ccc(Cl)c(Cl)c2)CCN1C(=O)CCC1CCCC1 (configuration not stated)	23	.	11	8	0	.	0	.	1	-1	-6
CC(C)c1ccccc1NC(=O)CCc1nc2ccccc2s1	12	4	11	-5	-4	-1	13	4	-26	-18	-17
COc1ccccc1C(=O)NCc1nnc(SCC(=O)Nc2nccs2)n1C	13	0	4	8	-14	20	-24	4	-26	8	-2
COCCn1c(SCC(=O)Nc2cccc(F)c2)nc2c(c1=O)SCC2	7	1	-13	11	-8	-2	13	7	-3	-15	-4
Cc1ccc(S(=O)(=O)c2c(O)c3ccc(C(=O)O)cc3[nH]c2=O)cc1	16	-17	-10	-1	0	0	12	.	-27	10	-4
Cc1[nH]n(-c2ccccc2)c(=O)c1C(=O)c1ccc([N+](=O)[O-])cc1	11	2	-8	6	2	8	0	-2	-5	5	-8
Cc1ccccc1C(=O)NNC(=S)NC(=O)c1ccccc1	14	4	18	2	-4	-1	5	0	-15	7	-4
COc1ccc(S(=O)(=O)N(C)C[C@H]2Oc3c(NC(=O)Nc4c(C)noc4C)cccc3C(=O)N([C@@H](C)CO)C[C@H]2C)cc1	-3	-5	-2	5	-10	2	2	.	-12	-14	-6
Cc1ccc(NC(=O)c2cc(S(=O)(=O)N3CCCCC3)ccc2N2CCOCC2)cc1S(=O)(=O)N(C)C	5	52*	-1	11	-11	-5	-5	.	-6	6	-17
O=C(CSc1nnc(NC(=O)c2ccc3c(c2)OCO3)s1)NCc1ccco1	-17	-4	18	-124	-2	4	-17	-1	-36	-1	-2
COc1ccc(CCNS(=O)(=O)CCNC(=O)c2ccccc2)cc1	1	5	-3	11	3	1	2	-3	-9	-1	-6
Cc1ccc(NC(=O)CCc2c(C)nn(-c3ccc(N4CCCCC4)nn3)c2C)cc1	77*	-3	-26	-237	3	-31	1	-1	-65	-10	-7
COC(=O)c1cccc(C#CC(NP(=O)(c2ccccc2)c2ccccc2)c2ccccc2)c1 (configuration not stated)	25	4	12	-4	-8	6	-12	-2	-21	17	-3
O=C(O)c1ccc(-c2ccccc2Cl)o1	-18	7	-12	-17	4	-3	8	2	-119	9	-2
CC(CNc1nc2ccccc2n2cnnc12)c1ccccc1 (configuration not stated)	-7	0	-12	2	11	12	-9	0	-28	8	-4
Cc1cc(C(C)(C)C)oc1C(=O)N(CC(=O)NC1CCCC1)c1ccc(F)cc1	17	-8	22	3	-6	17	-7	0	-8	11	-8
O=[N+]([O-])c1ccc(N2CCN(c3ccc([N+](=O)[O-])cc3CO)CC2)c(CO)c1	32	6	77	37	-2	48	2	1	12	0	-4
CN(C)CCCNC(=O)C[C@H]1C[C@H](C(=O)N2CCOCC2)[C@@]2(C)c3[nH]c4cc(CCC(=O)N(C)C)ccc4c3CCN2C1=O	-11	-19	-5	0	-4	-5	0	.	2	10	-6
C/C(=N\N=C1\NC(=O)C(CC(=O)Nc2ccc(Cl)cc2)S1)c1ccco1 (configuration not stated)	5	-5	-76	20	3	-3	2	5	-39	-6	-3
Cc1ccc(C(=O)CSc2nnc(-c3ccccc3)n2-c2ccccc2)o1	14	-2	55	2	11	0	-4	1	-8	-5	-5
Cc1cc(/C=N/Nc2ccc([N+](=O)[O-])cn2)c(C)n1-c1ccc(C(=O)O)cc1	6	1	-21	9	14	2	21	0	-102	-14	-4
COC(=O)c1cccc(C23CC4(C2)[C@H](CN(C)[C@@H]4c2ccccc2)C3c2ccc(C(F)(F)F)cc2)c1 (some centres not stated)	0	10	29	-1	1	-8	2	0	9	13	-11
Cc1ccccc1Cn1c(C)c(C(=O)NCC(C)C)sc1=O	8	-12	2	-5	-1	.	4	.	0	-31	-6
CC1CCN(S(=O)(=O)c2cccc(S(=O)(=O)N3CCCC3)c2)CC1	11	0	16	9	-12	4	3	-1	-34	-20	-2
Cc1ccccc1N=C1SCCN1C(=O)CN1C(=O)NC2(CCCC2)C1=O	15	14	5	5	4	-4	-4	-2	-30	11	-2
COc1ccc(CN2CC(C(=O)NCCc3ccc(C)cc3)CC2=O)cc1 (configuration not stated)	0	6	6	24	-4	6	0	1	-8	-17	-3
CCN(CC)c1ncnc2c1[nH]c1ccccc12	31	-6	41	11	-8	24	5	-1	7	-2	-3
COc1ccc(/C=C/C(=O)NCc2c(C)nn(C)c2C)cc1COc1ccc(Br)cc1	13	.	34	2	0	-11	12	1	-16	-31	-4
CC(=O)NC(CCS(C)(=O)=O)C(=O)Nc1nc(C)cs1 (configuration not stated)	-3	-3	-15	-8	-12	1	10	4	14	4	-4
O=C(O)c1ccccc1C(=O)c1ccc(Br)s1	-15	-1	6	-5	5	-1	8	1	-58	-19	-3
O=C(Nc1ccc(N2C(=O)C3C4C=CC(C4)C3C2=O)cc1)Nc1cccnc1 (configuration not stated)	-10	.	-3	2	21	2	-7	0	16	2	.
O=C(CSc1n[nH]c(=O)n1C1CC1)c1ccc(F)cc1	-41	-5	-16	-34	-2	.	11	2	-27	4	-4
CCCCn1c(N)c(N(CCOC)C(=O)c2cc(S(=O)(=O)N3CCCCC3)ccc2C)c(=O)[nH]c1=O	2	-10	6	14	6	0	5	-2	1	11	-6
CCOc1cc(CNCc2cccs2)ccc1OCC(=O)NC(C)(C)C	-1	7	4	6	-4	3	17	0	7	-20	-2
O=C(COC(=O)c1ccc(F)cc1)Nc1cc(S(=O)(=O)N2CCOCC2)ccc1N1CCCC1	14	0	-36	19	4	14	1	4	-22	-20	-7
COc1ccc(CNC(=O)Cc2ccc(-c3ccccc3)cc2)cc1OC	22	-4	13	7	9	18	-14	-1	-9	14	-2
CC1(CCc2ccccc2)NC(=S)N(c2ccc(Cl)cc2)N1 (configuration not stated)	-34	24	-7	-65	13	0	2	0	10	11	-4
CC1=C(C(=O)N(C)C)CC(CC(=O)NCc2cccc3ccccc23)C(=O)N1Cc1ccccc1 (configuration not stated)	-16	.	-5	13	2	.	12	.	5	-1	-2
O=C(O)c1ccccc1COc1ccccc1Cl	-39	12	-14	-56	-6	-3	1	-1	-21	-11	-9
CCC1SC2=NC(C)=C(C(=O)OC)C(c3ccc(C(=O)OC)cc3)N2C1=O (configuration not stated)	4	13	7	16	4	-3	6	3	-12	-6	-5
COc1ccc(Br)cc1/C=C/C(=O)OCC(=O)NCCc1ccc(S(N)(=O)=O)cc1	-12	22	6	9	-2	3	18	.	-13	-35	-7
COc1cc(C2NC(=O)CCC2[N+](=O)[O-])cc(Br)c1OC (configuration not stated)	8	7	8	5	-11	7	12	3	-8	-5	-21
CCOC(=O)c1c(NC(=O)c2cccs2)sc2c1CCN(C(=O)OCC)C2	12	-4	15	5	9	-12	-21	1	-11	25	.
COc1ccc(CNCC(O)COc2ccc(C)cc2[N+](=O)[O-])cc1 (configuration not stated)	3	0	-10	-121	-3	5	-2	-3	-40	-9	-5
Cc1cccc(-n2c(-c3csc(C(C)C)c3)n[nH]c2=S)c1	10	-6	2	-44	0	-3	17	3	12	-38	-9
COc1ccc2c(CC(=O)NC3CCCc4ccccc43)coc2c1 (configuration not stated)	-11	-10	0	7	-7	-11	-2	0	-13	0	-21
CC1(C)Oc2nc3ccccc3n2/C1=C\C#N	7	-2	10	5	2	-8	-1	2	-18	14	.
Cc1ccc(/C=C(\C#N)c2nn(-c3ccccc3)c(N)c2C#N)cc1	-5	3	-12	-63	-9	-5	-12	-4	12	8	-5
Cc1cccc(CCNC(=O)CCCOc2cc(=O)n(C)c3ccccc23)c1	-14	33	-10	-17	-10	-1	-1	2	-9	-39	-4

An excerpt of these results, with two lines to a compound.
Below each SMILES: Peg3 promoter, Vif inh, Shn3 3UTR inh, HIF-2a inh, PDI turbidity, TRPM1 prom inh, KKLEB cytotox, NR2E3 ag-1, NR2E3 ag-2, CF NFkB inh, CaV13 ICDI inh
Cc1ccc(/C=C(\C#N)c2nn(-c3ccccc3)c(N)c2C#N)cc1
→ -5, 3, -12, -63, -9, -5, -12, -4, 12, 8, -5
CC1=C(C(=O)N(C)C)CC(CC(=O)NCc2cccc3ccccc23)C(=O)N1Cc1ccccc1 (configuration not stated)
→ -16, ., -5, 13, 2, ., 12, ., 5, -1, -2
CCOc1cc(CNCc2cccs2)ccc1OCC(=O)NC(C)(C)C
→ -1, 7, 4, 6, -4, 3, 17, 0, 7, -20, -2

Later entries
SMILES	Peg3 promoter	Vif inh	Shn3 3UTR inh	HIF-2a inh	PDI turbidity	TRPM1 prom inh	KKLEB cytotox	NR2E3 ag-1	NR2E3 ag-2	CF NFkB inh	CaV13 ICDI inh
Fc1cc(F)c(C2SCCN2C(=S)Nc2cccc(C(F)(F)F)c2)c(F)c1 (configuration not stated)	18	1	28	13	-1	-11	6	5	27	6	-5
CC(=O)Nc1ccc(Nc2nccc(C)n2)cc1	-47	-5	-33	-49	.	.	-7	.	-25	-4	-11
O=C(NCc1cccnc1)c1cccc(OC2CCN(Cc3ccc(CO)o3)CC2)c1	1	6	0	15	-1	11	-4	2	-27	8	.
COCCNC(=O)C(=O)NCC1CCCN1S(=O)(=O)c1cccs1 (configuration not stated)	14	-4	3	-5	-2	.	5	.	3	3	5
Cc1cccc(/C(N)=N/OC(=O)c2ccc3c(c2)OCO3)c1	-66	3	-28	-214	-2	-34	-15	3	-121	-4	-2
